Source: PubChem
CHT allo act: CHT positive allosteric modulators, primary screen, cell-based, membrane potential dye, choline EC20. High affinity choline transporter 1 (Homo sapiens), Q9GZV3. CHT-expressing cells; stronger effect = higher value; LV-AA mutant CHT in HEK293 cells. B-score at 10 µM. hit rate 0.49% among 310,000;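 active = initial fluorescence not abnormally high and integrated response B-score, plate-corrected, over 3 SD above library mean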
Target sequence (Q9GZV3 whole entry, looked up): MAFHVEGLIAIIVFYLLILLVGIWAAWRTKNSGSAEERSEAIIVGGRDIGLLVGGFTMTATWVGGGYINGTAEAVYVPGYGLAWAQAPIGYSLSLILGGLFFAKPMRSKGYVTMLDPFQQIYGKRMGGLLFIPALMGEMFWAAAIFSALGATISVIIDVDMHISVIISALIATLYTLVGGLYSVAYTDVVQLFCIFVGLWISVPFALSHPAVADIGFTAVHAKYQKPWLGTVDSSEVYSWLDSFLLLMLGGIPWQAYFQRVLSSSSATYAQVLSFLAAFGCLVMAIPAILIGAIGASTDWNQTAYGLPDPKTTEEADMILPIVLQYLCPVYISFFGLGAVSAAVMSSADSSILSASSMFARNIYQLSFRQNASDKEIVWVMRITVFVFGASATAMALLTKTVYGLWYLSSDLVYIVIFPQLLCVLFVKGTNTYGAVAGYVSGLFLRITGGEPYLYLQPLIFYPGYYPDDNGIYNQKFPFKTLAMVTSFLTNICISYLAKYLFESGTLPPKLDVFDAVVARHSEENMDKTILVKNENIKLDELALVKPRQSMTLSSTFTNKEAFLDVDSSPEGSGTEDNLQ
STK33 kinase inh: inhibitors of purified STK33 kinase, primary screen, biochemical, ADP-Glo luminescence, homogeneous, cell-free; AID 2661, 2010; hit rate 0.073% among 320,000; inhibition, % at 10 µM; MBP phosphorylation;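 active = inhibition at or above 25%, using the most active replicate where run in duplicate; inactive = inhibition below 25%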
Target sequence (Q9BYT3 whole entry, looked up): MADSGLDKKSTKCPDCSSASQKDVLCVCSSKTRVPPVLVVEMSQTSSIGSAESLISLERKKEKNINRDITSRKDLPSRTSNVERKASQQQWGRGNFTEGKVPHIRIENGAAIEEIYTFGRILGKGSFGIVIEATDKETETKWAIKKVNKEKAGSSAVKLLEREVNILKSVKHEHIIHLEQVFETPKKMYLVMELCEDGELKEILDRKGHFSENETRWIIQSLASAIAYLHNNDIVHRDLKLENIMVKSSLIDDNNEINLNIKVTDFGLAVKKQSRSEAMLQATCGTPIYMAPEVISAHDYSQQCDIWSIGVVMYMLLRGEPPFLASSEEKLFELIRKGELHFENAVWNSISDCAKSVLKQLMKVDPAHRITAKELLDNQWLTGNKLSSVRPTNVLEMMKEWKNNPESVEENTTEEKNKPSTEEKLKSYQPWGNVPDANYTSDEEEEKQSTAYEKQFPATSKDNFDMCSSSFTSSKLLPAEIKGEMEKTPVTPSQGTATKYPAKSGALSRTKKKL
CHT inh: inhibitors of human choline transporter CHT; High affinity choline transporter 1 (Homo sapiens), Q9GZV3; CHT-expressing cells, membrane potential dye, choline response; stronger effect = lower value; B-score at 10 µM; hit rate 0.86% among 310,000;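 active = B-score over 3 SD under the library average, and starting fluorescence ratio not unusually high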;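 also: choline stimulus applied at its EC90 after an EC20 pre-addition; B-score computed on integrated fluorescence ratio after choline addition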
Active calls of the source: *; i = inactive; nt = no result given.

SMILES | CHT allo act | STK33 kinase inh | CHT inh
CCCCC(=O)Nc1ccc(C(=O)Nc2ccc(S(=O)(=O)N3CCCC3)cc2)cc1 | i | -0.8 | i
Cc1onc(-c2ccccc2)c1C(=O)NCc1cccc(Cl)c1 | i | 0.1 | i
Cc1ccc(NC(=O)CN(C)c2ccc(S(=O)(=O)N3CCN(C)CC3)cn2)cc1 | i | -0.3 | i
COc1cccc(COC(=O)c2cc(S(=O)(=O)N3CCCCC3)ccc2N2CCOCC2)c1OC | i | -0.8 | i
CN(C)C(=O)c1ccc(OCC(F)(F)F)nc1 | i | 0.5 | i
O=C(CSc1nc2ccccc2n1Cc1ccccc1)N/N=C/c1ccccc1C(=O)O | i | -1.0 | i
O=C(CNC(=O)c1ccc(Cl)cc1Cl)OCn1nnc2ccccc2c1=O | i | 0.4 | i
COc1ccc(CN(Cc2ccc(C(=O)O)cc2)C(=S)Nc2ccc(C)cc2)cc1OC | i | -1.7 | i
CC(C)c1cccc(C(C)C)c1NC(=O)COc1nncc2ccccc12 | i | -0.5 | i
CCN(CC)S(=O)(=O)c1cccc(C(=O)NCC2CCCCC2)c1 | i | -0.1 | i
O=C1c2ccccc2C(=O)N1Cc1nc(-c2ccccn2)no1 | i | -0.6 | i
COc1ccc(CNC(=O)C2(CC3CC(c4ccccc4)=NO3)CCNCC2)cc1 (stereo not drawn) | i | -0.3 | i
O=C(c1cc2cc(Cl)ccc2[nH]1)N1CCN(C(=O)c2ccco2)CC1 | i | 2.0 | i
CN(C)/N=C/c1ccc(Sc2ccc([N+](=O)[O-])cc2[N+](=O)[O-])o1 | i | -0.3 | i
CCOCCCn1c(C)nc2c(c1=O)c1nc3ccccc3nc1n2CCC1=CCCCC1 | i | 0.5 | i
O=C(COc1ccc([N+](=O)[O-])cc1)NC(C(=O)O)C(O)c1cccc([N+](=O)[O-])c1 (stereo not drawn) | i | -0.7 | i
O=C(CCC1CCCCC1)Nc1c2c(nn1-c1ccc(F)cc1)CS(=O)C2 (stereo not drawn) | i | 0.6 | i
COCCCNC(=O)CC(NCCCOC)C(=O)O (stereo not drawn) | i | -3.9 | i
O=C(NCc1nnc2c(C(F)(F)F)cc(Cl)cn12)c1cccnc1 | i | -0.3 | i
Cc1ccc(NC(=O)C(=O)NCc2ccc(/C=N/NC(=O)c3c(C)nc4ccccn34)o2)cc1 | i | 0.5 | i
COc1ccccc1C(=O)Nc1ccc(S(=O)(=O)N2CCOCC2)cc1 | i | 0.5 | i
CC(C)[C@H](NC(=O)N1CCn2c1nc1ccccc12)C(=O)NC1CCCCC1 | i | 0.5 | i
CCCCNC(=O)Cc1ccc(C)cc1 | i | 0.1 | i
Cc1sc(NC(=O)c2cc(-c3ccc(Cl)cc3)nc3ccccc23)c(C(N)=O)c1C | i | 0.0 | i
Cc1ccc(-n2nc(C)c3c2OC(N)=C(C#N)C3c2ccco2)cc1 (stereo not drawn) | i | 0.0 | i

Remaining list, next part.
SMILES | CHT allo act | STK33 kinase inh | CHT inh
Cc1ccc(N(C)S(=O)(=O)c2csc(C(N)=O)c2)cc1C | i | -0.7 | i
Cc1cc(S(=O)(=O)NCc2ccccc2)ccc1OCC(=O)NCc1ccccn1 | i | -1.5 | i
O=C(NC1CCCC1)C(c1ccc(F)cc1)N(Cc1ccc(Cl)cc1)C(=O)CCl (stereo not drawn) | i | -0.9 | i
CC(C)CCOP(=O)(c1ccc(N(C)C)cc1)C(O)c1ccccc1 (stereo not drawn) | i | 0.8 | i
COc1ccc(CNC(=O)C(NS(=O)(=O)c2ccc3c(c2)CCCN3C(C)=O)C(C)C)cc1 (stereo not drawn) | i | 0.0 | i
COc1ccc(-n2nnnc2SCC(=O)c2cc3ccccc3o2)cc1 | i | -0.1 | i
CN(C)S(=O)(=O)N1CCN(CC(O)COc2ccc(C(=O)c3ccccc3)cc2)CC1 (stereo not drawn) | i | 1.6 | i
CC1(C)CN2C(=O)c3ccccc3C2(C)S1 (stereo not drawn) | i | 0.7 | i
CC(C)C(c1nnnn1CCc1ccccc1)N1CCOCC1 (stereo not drawn) | i | -1.4 | i
CN1CCN(Cc2nc3ccccc3n2C)CC1CCO (stereo not drawn) | i | -1.0 | i
N/C(=N\OC(=O)c1cc(Cl)ccc1Cl)c1cccnc1 | i | -0.1 | i
COCCNC(=O)CSc1nc2cc3c(cc2c(=O)n1CCCC(=O)NCCc1ccc(OC)c(OC)c1)OCO3 | i | 0.8 | i
Cn1c(=O)c([N+](=O)[O-])c(NCc2ccccc2)c2ccccc21 | i | 9.3 | i
Cc1ccc(Nc2n[nH]c(C)c2[N+](=O)[O-])cc1C | i | 0.6 | i
O=C(COC(=O)c1cccc(S(=O)(=O)N2CCCC2)c1)Nc1ccccc1 | i | -1.8 | i
C=CCn1c(C)nnc1SCC(=O)NC1CC1 | i | -1.7 | i
Cc1ccc(N2C(=O)CC(Sc3ncccn3)C2=O)cc1C (stereo not drawn) | i | -0.4 | i
CC(C)(C)c1ccc(C(=O)Nc2nonc2-c2nc3ccccc3[nH]2)cc1 | i | 0.0 | i
O=C(CNC(=O)c1ccc2c(c1)OCO2)N/N=C/c1cc(Br)ccc1O | i | -2.2 | i
CCCn1nnc(NC(=O)c2cc(Br)ccc2OC)n1 | i | -0.1 | i
S=c1[nH]ncc2ccccc12 | i | 0.6 | i
COc1ccc(S(=O)(=O)NCC2CC3C=CC2C3)cc1OC (stereo not drawn) | i | -0.5 | i
O=C(OC1CCS(=O)(=O)c2sccc21)c1ccccc1 (stereo not drawn) | i | -1.0 | i
COc1cc(/C=N/NC(=O)c2cnn3c(C)cc(-c4ccccc4)nc23)ccc1O | i | -0.8 | i
Cc1noc(/C=C/N(C)C)c1S(=O)(=O)N1CCCC(C(=O)NCc2ccc(Cl)cc2)C1 (stereo not drawn) | i | -0.2 | i

The list continues:
SMILES | CHT allo act | STK33 kinase inh | CHT inh
CCN(CC1COc2ccccc2O1)C(=S)Nc1ccc(F)cc1 (stereo not drawn) | i | 0.5 | i
COc1ccc(CCNC(=O)c2cc(C)oc2C)cc1 | i | 0.4 | i
COC(CNC(=O)C1CCC(CNS(=O)(=O)c2c(C)cc(C)cc2C)CC1)OC (stereo not drawn) | i | -0.8 | i
CS(=O)(=O)N(Cc1ccc(Cl)cc1)c1ccc(C(=O)NCCC2=CCCCC2)cc1 | i | -0.1 | i
O=C(O)c1ccc2c(c1)N(Cc1ccccc1)C(=O)c1ccccc1S2=O (stereo not drawn) | i | -0.4 | i
O=C(N/N=C/c1ccc([N+](=O)[O-])cc1)c1cc2ccccc2o1 | i | -1.9 | i
COc1ccc(-c2cc(C(F)(F)F)nc(-n3ccnc3C)n2)cc1 | i | 0.4 | i
COc1ccc(OC)c(C2C(C(=O)Nc3cccnc3)=C(C)NC3=C2C(=O)CCC3)c1 (stereo not drawn) | i | -1.0 | i
Cc1ccccc1Nc1nc(N)nc(COC(=O)C2CCCCC2)n1 | i | -0.1 | i
CS(=O)(=O)c1ccc(Cl)c(C(=O)O)c1 | i | 0.4 | i
CN1CCN(S(=O)(=O)c2ccc(NC(=S)NC(=O)C(C)(C)C)cc2)CC1 | i | 1.2 | i
Cc1cc(NC(=O)CSc2nc(N)c(NC(=O)c3ccco3)c(=O)[nH]2)no1 | i | 1.3 | i
O=C(/C=C/Nc1ccc(F)cc1F)c1cccs1 | i | 2.8 | i
CCN(C(=O)CSc1nc(-c2ccccc2)cn1N)c1c(N)n(Cc2ccccc2)c(=O)[nH]c1=O | i | -1.3 | i
COc1ccc(/C=N/NC(=O)c2ccccc2OCc2ccccc2)c(OC)c1 | i | 2.3 | i
C=CCOC(=O)CCC(=O)Nc1cccc2ccccc12 | i | -2.7 | i
CCOc1ccc(C2C(C(=O)OC)=CN(C(C)c3ccccc3)C=C2C(=O)OC)cc1 (stereo not drawn) | i | -2.3 | i
COc1ccc(S(=O)(=O)NCCOc2ccccc2)cc1-n1cnnn1 | i | 0.0 | i
CC(C)=CC(=O)Nc1ccc(OCc2ccccc2)cc1 | i | 0.0 | i
Cn1c(N)c(C(=O)COC(=O)c2cccc(S(=O)(=O)N3CCCCC3)c2)c(=O)n(C)c1=O | i | -1.3 | i
CC(OC(=O)CC1CCCCC1)C(=O)Nc1ccc(F)cc1 (stereo not drawn) | i | -1.1 | i
O=C(c1cccnc1)N1C2CCC1CC(O)(c1ccc(F)cc1)C2 (stereo not drawn) | i | -1.0 | i
Cn1cccc1C1C(C#N)=C(N)OC2=C1C(=O)CCC2 (stereo not drawn) | i | 1.5 | i
Brc1ccc(-c2nn3c(-c4ccco4)nnc3s2)o1 | i | -1.0 | i
Cc1cc(C(=O)NNS(=O)(=O)c2ccccc2C(F)(F)F)nn1C(C)(C)C | i | -0.6 | i

(cont.)
SMILES | CHT allo act | STK33 kinase inh | CHT inh
CCCCOC(=O)c1nc(Cl)c(Cl)c(N)c1Cl | i | -0.5 | i
CCN(CC)c1ccc2cc(S(=O)(=O)c3ccc(Cl)cc3)c(=O)oc2c1 | i | -2.7 | i
CC1CCN(S(=O)(=O)c2ccc(C(=O)Nc3nnc(C4=COCCO4)o3)cc2)CC1 | i | -0.2 | i
COc1ccccc1NC(=S)N(Cc1cccnc1)Cc1ccco1 | i | -0.3 | i
COc1ccc(S(=O)(=O)N2CCCC2CNC(=O)C(=O)NCc2ccccn2)cc1 (stereo not drawn) | i | 0.9 | i
CC(CCc1ccccc1)NC(=O)c1ccccc1Cl (stereo not drawn) | i | -2.1 | i
COc1ccccc1-c1cc(=O)c2c(O)ccc([N+](=O)[O-])c2o1 | i | 1.2 | i
COC(=O)[C@@]1(Cc2ccc(OC)cc2)[C@H]2c3cc(C(=O)N4CCCC4)n(CCn4cc([N+](=O)[O-])nc4C)c3C[C@H]2CN1C(=O)c1ccccc1 | i | -0.1 | i
COc1cc(C(=O)Nc2scc(-c3ccc(C)cc3)c2C(=O)O)cc(OC)c1OC | i | -2.4 | -6.6*
NC(=O)c1ccc[n+](CC(=O)c2ccc(F)cc2)c1 | i | -0.8 | i
O=C1C2CCCN2C(c2ccccc2F)N1c1cccc(Cl)c1 (stereo not drawn) | i | -1.1 | i
Clc1nc(N2CCOCC2)ncc1Br | i | -2.0 | i
Cc1nn(C)cc1CNC(=O)Nc1ccc(Br)cc1Cl | i | -0.2 | i
CCOc1ccc(CNC(=O)C(C)n2ccc3cc(S(=O)(=O)N4CCCC4)ccc32)cc1 (stereo not drawn) | i | -0.5 | i
COc1ccccc1-n1ccnc(SCC(=O)NC2CCCC2)c1=O | i | nt | i
N/C(=N\c1nc2ccccc2o1)NC(=O)c1ccc([N+](=O)[O-])cc1 | i | -1.4 | i
CCOc1ccc(Cl)cc1CSc1n[nH]c(C)n1 | i | 0.9 | i
Cc1cc(C)n2nc(N)c(N=Nc3ccccc3)c2n1 | i | -1.9 | i
CCCCn1c(N)c(N(CCOC)C(=O)c2ccc(C)o2)c(=O)[nH]c1=O | i | -0.5 | i
O=C(CCN1C(=O)c2ccccc2C1=O)NCc1ccccc1 | i | -2.0 | i
CCOc1ccc(S(=O)(=O)Nc2ccc(C(=O)N3CCCC3)cc2)cc1 | i | -1.2 | i
CCN(CC)CCn1c(=N)n(CC(=O)c2ccc(C)cc2)c2ccccc21 | i | -1.4 | i
O=C1CC(SCc2nc3ccccc3[nH]2)C(=O)N1c1ccc(F)cc1 (stereo not drawn) | i | 0.1 | i
O=C1NCCN1CCN1C(=O)c2ccccc2NC1c1ccccc1 (stereo not drawn) | i | -0.2 | i
Cc1onc(-c2ccccc2)c1C(=O)N/N=C/c1cccs1 | i | -0.4 | i
CCn1c(SCC(=O)NC2CC2)nnc1-c1ccc(C)cc1 | i | -0.7 | i
COc1ccc(NC(=O)c2cccc(C#N)c2)cc1NS(=O)(=O)c1ccc(F)cc1 | i | -0.2 | i
CCN(CC)CCN(Cc1cc2cc3c(cc2[nH]c1=O)OCO3)C(=S)NCCCOC | i | -0.3 | i
c1ccc2c3c([nH]c2c1)-c1[nH]ncc1CC3 | i | 32* | i
O=C(/C=C/c1ccc2c(c1)OCO2)c1cccnc1 | i | -0.7 | i

Structures above that have fluorine:
SMILES | CHT allo act | STK33 kinase inh | CHT inh
CN(C)C(=O)c1ccc(OCC(F)(F)F)nc1 | i | 0.5 | i
O=C(CCC1CCCCC1)Nc1c2c(nn1-c1ccc(F)cc1)CS(=O)C2 (stereo not drawn) | i | 0.6 | i
O=C(NCc1nnc2c(C(F)(F)F)cc(Cl)cn12)c1cccnc1 | i | -0.3 | i
O=C(NC1CCCC1)C(c1ccc(F)cc1)N(Cc1ccc(Cl)cc1)C(=O)CCl (stereo not drawn) | i | -0.9 | i
CCN(CC1COc2ccccc2O1)C(=S)Nc1ccc(F)cc1 (stereo not drawn) | i | 0.5 | i
COc1ccc(-c2cc(C(F)(F)F)nc(-n3ccnc3C)n2)cc1 | i | 0.4 | i
O=C(/C=C/Nc1ccc(F)cc1F)c1cccs1 | i | 2.8 | i
CC(OC(=O)CC1CCCCC1)C(=O)Nc1ccc(F)cc1 (stereo not drawn) | i | -1.1 | i
O=C(c1cccnc1)N1C2CCC1CC(O)(c1ccc(F)cc1)C2 (stereo not drawn) | i | -1.0 | i
Cc1cc(C(=O)NNS(=O)(=O)c2ccccc2C(F)(F)F)nn1C(C)(C)C | i | -0.6 | i
NC(=O)c1ccc[n+](CC(=O)c2ccc(F)cc2)c1 | i | -0.8 | i
O=C1C2CCCN2C(c2ccccc2F)N1c1cccc(Cl)c1 (stereo not drawn) | i | -1.1 | i
O=C1CC(SCc2nc3ccccc3[nH]2)C(=O)N1c1ccc(F)cc1 (stereo not drawn) | i | 0.1 | i
COc1ccc(NC(=O)c2cccc(C#N)c2)cc1NS(=O)(=O)c1ccc(F)cc1 | i | -0.2 | i
